# FLuc counter: qHTS profiling assay for firefly luciferase inhibitor/activator using purifed enzyme and Km concentrations of substrates (counterscreen for miR-21 project); purified FLuc, Km substrates, luminescence inhibition; Potency, µM (titrated, usually from 57.5 µM), inactives show top-dose activity change, negative = inhibition, usual class: inhibitors; hit rate 6.9% among 360,000; AID 588342, 2011; active = well fitted inhibition curve with a large enough effect; inconclusive = small, poorly fitted or top-dose-only effect;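 note: plate controls were vehicle for no effect and reference inhibitor for full effect; nearly all actives have a fitted effect of over 55% in size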
# Target sequence (P08659 whole entry, looked up): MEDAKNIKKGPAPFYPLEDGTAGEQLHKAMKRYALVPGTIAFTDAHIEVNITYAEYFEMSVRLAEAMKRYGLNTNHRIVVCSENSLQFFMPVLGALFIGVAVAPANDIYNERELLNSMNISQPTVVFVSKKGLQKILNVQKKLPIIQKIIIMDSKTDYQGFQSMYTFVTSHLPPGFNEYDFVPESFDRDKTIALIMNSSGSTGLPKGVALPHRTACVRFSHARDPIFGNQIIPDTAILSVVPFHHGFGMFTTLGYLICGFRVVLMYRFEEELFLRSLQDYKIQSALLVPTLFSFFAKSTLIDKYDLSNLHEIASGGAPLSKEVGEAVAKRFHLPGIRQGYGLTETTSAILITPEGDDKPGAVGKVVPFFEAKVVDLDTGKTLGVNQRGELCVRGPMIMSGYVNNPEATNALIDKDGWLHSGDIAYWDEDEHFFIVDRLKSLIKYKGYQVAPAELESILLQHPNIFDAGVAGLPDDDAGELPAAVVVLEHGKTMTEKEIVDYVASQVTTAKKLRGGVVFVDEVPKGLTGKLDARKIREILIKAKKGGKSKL
#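 Purified P. pyralis luciferase (10nM final) with 10uM D-luciferin and 10uM ATP (Km levels) in 50mM Tris acetate pH 7.5, 10mM Mg acetate, 0.01% Tween-20, 0.05% BSA; qHTS 6-point titration, ~60 µM downward; luminescence read.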
# The depositor's hits bear a star; ? = inconclusive. Potency is the fitted concentration of half-maximal effect. This is a subset (hit frequency here may not be typical).
SMILES,FLuc counter
CCc1ccc(NS(=O)(=O)c2ccc3[nH]cc(C(=O)NC4CCCC4)c(=O)c3c2)cc1,?
Cc1ccc(Cn2c(C(C)NC(=O)c3ccccc3)nc3ccccc32)cc1 (configuration not stated),-4%
Cc1ccc2c(=O)cc(C(=O)Nc3ccc(S(=O)(=O)N(C)Cc4ccccc4)cc3)oc2c1C,2%
CCOC(=O)c1ccc2oc(=O)n(Cc3ccccc3)c2c1,-16%
Cn1cc(S(=O)(=O)N2CCCCCC2)cc1C(=O)NCc1ccccc1Cl,-2%
Cc1nc(-c2ccccc2)sc1CCNS(=O)(=O)c1ccccc1,-15%
Cc1ccc(NC(=O)[C@H](Cc2ccccc2)N2Cc3ccccc3C2=O)cc1F,2%
Cc1c(CNCCc2ccc(S(N)(=O)=O)cc2)c(C(=O)O)c(C)n1Cc1ccc(Cl)cc1,6%
Cc1cccc(NC(=O)CCc2c(C)nc3nc(CNC(=O)c4cccc(F)c4)nn3c2C)c1,0%
Cc1c(C(=O)NCc2ccccc2)oc2c1-c1[nH]ncc1CC2,1%
Cc1ccc(Cl)cc1N1CCN(C(=O)c2sc3nc4n(c(=O)c3c2C)CCC4)CC1,-1%
CCOC(=O)N1CCC(NC(=O)c2c(C)nn(-c3ccc(C)cc3)c2-n2cccc2)CC1,-8%
CC(C)CNC(=O)N1CCN(S(=O)(=O)c2ccc3c(ccn3C)c2)CC1,3%
N#Cc1ccccc1Cn1c(=O)n(-c2ccccc2)c(=O)c2c3c(sc21)CCC3,-1%
CCn1cc(C(=O)N(C)Cc2ccccc2)c(=O)c2cc(S(=O)(=O)N3CCCCCC3)ccc21,2%
Cc1ccc(-c2nc3ncccc3o2)cc1NC(=O)c1ccccc1Br,-1%
CCCCSCCCNC(=O)C1CCC(CNS(=O)(=O)c2c(C)cc(C)cc2C)CC1 (configuration not stated),?
CCOc1ccc(S(=O)(=O)NCCc2sc(-c3ccc(C)cc3)nc2C)cc1,-3%
CSc1ccc(Cn2nnc(C(=O)Nc3ccc(C)cc3Cl)c2N)cc1,-11%
CCOC(=O)c1ccc(NC(=O)c2c(NCc3cccs3)sc3c2CCCC3)cc1,?
Cc1ccc(Cl)cc1N1CCN(C(=O)c2noc3c2CCCC3)CC1,-11%
COc1cccc(NC(=O)Cn2c(=O)n(-c3ccc(Cl)cc3)c(=O)c3sc4ccccc4c32)c1,4%
CCOc1ccc(NC(=O)CSC2=Nc3ccccc3C3=NC(CCC(=O)NCc4ccccc4)C(=O)N23)cc1 (configuration not stated),5%
C=Cc1ccc(Cn2c(C(=O)O)c(CNCc3ccccc3)c3ccc(OC)cc32)cc1,-8%
Cc1ccc(C(=O)Nc2cc3c(cc2C)n(C)c(=O)c(=O)n3C)cc1,-11%
# Additional compounds.
SMILES,FLuc counter
Cc1ccc(C)c(NC(=O)CN2C(=O)C(C)(C)c3ccccc32)c1,-1%
O=C(NCc1ccccc1Cl)C1CCC(CNS(=O)(=O)c2ccc(Cl)cc2)CC1 (configuration not stated),-10%
COc1ccc(-c2nc3ccc(NS(=O)(=O)c4ccc(Cl)cc4)cc3o2)cc1,?
COc1cc(OC)c(NS(=O)(=O)c2cc3c(cc2C)NC(=O)CO3)cc1Cl,4%
CCCn1ccc2c(OCC(=O)Nc3cc(C)ccc3C)cccc2c1=O,4%
Cc1ccc(Cl)cc1-n1ncc2c(NCCCn3ccnc3)ncnc21,-6%
Cc1oc2ccc(O)c(CN3CCOCC3)c2c1C(=O)Nc1ccccc1,-3%
COc1ccc(-c2cc(C(F)(F)F)nc(SCC(=O)NCc3ccc(F)cc3)n2)cc1,2%
Cc1ccccc1CN1C(=O)c2ccccc2S(=O)c2ccc(C(=O)N3CCOCC3)cc21 (configuration not stated),-1%
Cc1ccc(CCNC(=O)c2cn(C)c3ccc(S(=O)(=O)N4CCCCC4)cc3c2=O)cc1,2%
CCOC(=O)c1[nH]c2c(c1Cc1ccccc1)C(=O)CC(c1ccc(OC)cc1)C2 (configuration not stated),1%
COc1ccc(-c2nc(S(=O)(=O)c3ccc(C)cc3)c(N3CCCCC3)o2)cc1,-2%
CCC(=O)Nc1ccccc1-c1nc2ccccc2n(C(C)C(=O)Nc2ccc(OC)cc2)c1=O (configuration not stated),-13%
CC(C)c1ccccc1NC(=O)Cn1cnc2c1c(=O)n(C)c(=O)n2C,0%
CCC(C)NC(=O)c1[nH]c2cc(C)ccc2c1Sc1ccc(Cl)cc1 (configuration not stated),-12%
CCOc1cc(CNC(=O)C2COc3ccccc3C2)cc(OCC)c1OCC (configuration not stated),-2%
Cc1cc(C)c(NC(=O)Cn2nnc(S(=O)(=O)c3ccc(C)c(C)c3)c2N)c(C)c1,-2%
O=C(CSc1nc(=O)n(CCN2CCOCC2)c2c1CCC2)Nc1cccc(Cl)c1,-3%
Cc1ccccc1NS(=O)(=O)c1ccc2[nH]cc(C(=O)NC(C)c3ccccc3)c(=O)c2c1 (configuration not stated),?
O=C(CSc1nnc(-c2ccccc2)c(-c2ccccc2)n1)NCCc1ccccc1,-14%
Cc1ccc(Sc2ccc(N3CCCC(C(=O)Nc4ccc(F)cc4)C3)nn2)cc1 (configuration not stated),-16%
Cc1ccc(C)c(NC(=O)C(C)N(c2ccccc2)S(C)(=O)=O)c1 (configuration not stated),0%
Cc1ccc(-c2cc3c(n2-c2ccc(F)cc2)CC(C)(C)CC3=O)cc1,-4%
CCOc1ccc(NC(=O)CSC2=Nc3ccccc3C3=NC(CC(=O)NCc4ccco4)C(=O)N23)cc1 (configuration not stated),5%
CCOc1ccc(Nc2nc(-c3cccc(Cl)c3)c3c(n2)-c2ccccc2OC3)cc1,12µM*
# Next entries follow:
SMILES,FLuc counter
COc1cccc(-n2cc(C(=O)NCc3ccccc3OC)c3ccccc3c2=O)c1,-18%
Cc1ccc(C(=O)c2oc3ccccc3c2NC(=O)Cc2ccccc2)cc1,-1%
CCS(=O)(=O)c1ncc(Cl)c(C(=O)Nc2c(C(=O)Nc3cccc(C)c3)oc3ccccc23)n1,5%
O=C(c1ccccc1Cl)N1CCN(CCc2ccccn2)CC1,-4%
COc1ccc(N2CCN(C(=O)c3ccc4c(c3)N(Cc3cccc(Cl)c3)C(=O)c3ccccc3S4(=O)=O)CC2)cc1,-2%
Cc1ccc2c(c1)C(c1ccccc1)N(C(=O)c1ccc(S(=O)(=O)N3CCCC3)cc1)CC(=O)N2 (configuration not stated),-1%
O=C(CN1C(=O)COc2ccc(S(=O)(=O)N3CCCCCC3)cc21)NCc1ccc(Cl)cc1,-4%
O=C(CN1C(=O)c2cccnc2Oc2ccc(Cl)cc21)NCCCN1CCCCC1,-4%
COc1ccc(NC(=O)Cn2cc(S(=O)(=O)Cc3ccc(F)cc3)c3ccccc32)cc1OC,-6%
Cc1ccc(OCc2ccc(-c3nc(C#N)c(NCc4ccccc4Cl)o3)o2)cc1,-1%
COc1ccc(NC(=O)Cc2ccc(NC(=O)N3CCCCc4ccccc43)cc2)c(OC)c1,?
CC(=O)c1ccc(N2CCN(C(=O)c3cc4ccc5cccnc5c4[nH]3)CC2)cc1,-17%
Cc1ccc(CN2C(=O)C3(c4ccccc42)N(c2cccc(F)c2)C(=O)CS3(=O)=O)cc1 (configuration not stated),5%
CCc1ccc(OCC2c3cc(OC)c(OC)cc3CCN2C(=O)Cc2ccc(OC)c(OC)c2)cc1 (configuration not stated),0%
CCOC(=O)c1c(NC(=O)/C=C/c2ccc(OC)c(OC)c2)sc(C(C)=O)c1C,-6%
CC1=C(c2ccc(C)c(C)c2)S(=O)(=O)N=C1N1CCN(c2cccc(C)c2)C(C)C1 (configuration not stated),-7%
CN(Cc1ccccc1)c1nc(-c2ccc(F)cc2)cc(C(F)(F)F)n1,1%
Cc1ccccc1CCNC(=O)c1ccc2c(c1)c(C)c(C)n2C,?
Cc1ccc(SCCNC(=O)CN(c2cccc(C)c2C)S(C)(=O)=O)cc1,-15%
Cc1c(CCNC(=O)Cc2ccc(F)cc2)sc2nc(-c3ccc(F)cc3)nn12,-8%
COc1ccc(-c2cc(=O)n3[nH]cnc3n2)cc1,15µM*
Cc1cccc(OC(=O)c2snnc2C)c1,5%
COc1ccccc1CNC(=O)c1cc(S(=O)(=O)N2CCCC(C)C2)cn1C (configuration not stated),3%
CC(=O)c1ccc(N2CCN(C(=O)c3cc(S(=O)(=O)N4CCCCCC4)cn3C)CC2)cc1,?
COc1ccc(CNc2ncnc3c2c(-c2ccccc2)cn3-c2ccc(C)c(Cl)c2)cc1,-4%
# Following part
SMILES,FLuc counter
CCC1CN(C(=O)C2CCN(S(=O)(=O)c3c(C)noc3/C=C/c3ccccc3F)CC2)c2cc(C)ccc2O1 (configuration not stated),1%
Cc1ccccc1NC(=O)c1ccc(F)c(S(=O)(=O)NC2CCCC2)c1,0%
Cc1ccc(C)c(N2CCN(c3ncnc4onc(C)c34)CC2)c1,-3%
CCc1ccc2c(c1)c(=O)c(C(=O)c1ccc(C)cc1)cn2CC(=O)Nc1ccc2c(c1)OCCO2,0%
CCOCCOC(=O)c1ccc2c(c1)N(Cc1ccccc1C#N)C(=O)c1ccccc1S2(=O)=O,5%
COc1ccccc1NC(=O)Cn1c(=O)n(Cc2nc(-c3ccccc3)no2)c(=O)c2ccccc21,6%
CCCNC(=O)N1CCN(S(=O)(=O)c2ccc3c(ccn3C)c2)CC1,-5%
Cc1cccc(C)c1NS(=O)(=O)c1ccc(NS(=O)(=O)c2ccc3c(c2)OCCO3)cc1,?
CCn1cc(C(=O)N2CCN(c3cccc(C)c3C)CC2)c2cc(OC)c(OC)cc2c1=O,-5%
CCOc1ccccc1CNC(=O)CCc1c(C)nn(-c2ccc(N3CCCC3)nn2)c1C,-11%
Cc1ccc(CCNC(=O)C(NS(=O)(=O)c2ccc3c(c2)oc(=O)n3C)C(C)C)cc1 (configuration not stated),1%
Cc1c(C(=O)N(Cc2cccc(Cl)c2)Cc2ccco2)oc2ccccc12,-11%
O=C(COc1ccccc1F)Nc1nnc(S(=O)(=O)N2CCCCCC2)s1,2%
CCc1ccc(OCC(=O)Nc2cc(-c3nc4cc(C)ccc4o3)ccc2C)cc1,?
CCc1nn(CC(=O)NCc2ccccc2)c(=O)c2cccn12,?
Cc1ccc2nc(Cl)c3cc(C(=O)N4CCCC(C)C4)sc3c2c1 (configuration not stated),-4%
CCOc1ccccc1NC(=O)N1CCC(N2CCN(Cc3ccccc3)C(=O)C2=O)CC1,-1%
Cc1c(C)n(Cc2ccccc2)c2ccc(C(=O)NCc3ccc(OC(C)C)cc3)cc12,-8%
Cc1ccc(C)c(-c2[nH]c3c(c2-c2c(-n4cccc4)n(C)c(=O)[nH]c2=O)c(=O)[nH]c(=O)n3C)c1,-7%
CCOc1ccc(S(=O)(=O)c2cn(Cc3cc(C)ccc3C)c3ccc(OCC)cc3c2=O)cc1,-1%
N#Cc1ccc(C(=O)Nc2ccc3c(c2)N(C2CCCC2)C(=O)c2ccccc2S3)cc1,8%
CCNS(=O)(=O)c1cc(-c2nnc(Nc3cccc(C(F)(F)F)c3)c3ccccc23)ccc1C,4%
COCCCNC(=O)C1CCN(Cc2cc3ccccc3n2Cc2cccc(C)c2)CC1,-6%
COc1ccc(C2C(C(=O)Nc3ccccc3)=C(C)Nc3nc(SCC(=O)c4ccc(C)cc4)nn32)cc1 (configuration not stated),-5%
COc1ccc(NC(=O)c2ccc3nc(CCc4ccccc4)oc3c2)c(OC)c1,-16%
# Next part
SMILES,FLuc counter
Cc1cc2c(cc1C)C(c1cccc(OC(C)C)c1)CC(=O)N2 (configuration not stated),3%
CCCC(=O)Nc1nnc(S(=O)(=O)N(C)Cc2ccc(Cl)cc2)s1,1%
CCc1ccc(-c2nc(CN3CCC(C(=O)NCCc4ccc(C)cc4)CC3)c(C)o2)cc1,-1%
O=C(NCc1ccccc1)C1CCN(c2ncnc3c2nc2n3CCCCC2)CC1,2%
CCc1ccc(-c2nc(SCC(=O)NCCOC)c(-c3ccc(C)cc3)[nH]2)cc1,-13%
Cc1ccc(-n2c3c(cc(C(=O)Nc4ccccc4C(N)=O)c2=O)C(=O)CC(C)(C)C3)cc1,2%
CCCC(=O)N(c1ccc2oc(-c3ccccc3)c(C(=O)OCC)c2c1)S(=O)(=O)c1ccc(C)cc1,0%
COc1ccc(NC(=O)C(C)N(c2ccccc2)S(C)(=O)=O)cc1 (configuration not stated),-2%
COc1ccc(NC(=O)CN2C(=O)CSc3ccc(S(=O)(=O)N(C)C)cc32)cc1OC,-3%

# A different layout for part of the listing above:
Compound | FLuc counter
Cc1ccc(C)c(NC(=O)CN2C(=O)C(C)(C)c3ccccc32)c1 | -1%
O=C(NCc1ccccc1Cl)C1CCC(CNS(=O)(=O)c2ccc(Cl)cc2)CC1 (configuration not stated) | -10%
COc1ccc(-c2nc3ccc(NS(=O)(=O)c4ccc(Cl)cc4)cc3o2)cc1 | ?
COc1cc(OC)c(NS(=O)(=O)c2cc3c(cc2C)NC(=O)CO3)cc1Cl | 4%
CCCn1ccc2c(OCC(=O)Nc3cc(C)ccc3C)cccc2c1=O | 4%
Cc1ccc(Cl)cc1-n1ncc2c(NCCCn3ccnc3)ncnc21 | -6%
Cc1oc2ccc(O)c(CN3CCOCC3)c2c1C(=O)Nc1ccccc1 | -3%
COc1ccc(-c2cc(C(F)(F)F)nc(SCC(=O)NCc3ccc(F)cc3)n2)cc1 | 2%
Cc1ccccc1CN1C(=O)c2ccccc2S(=O)c2ccc(C(=O)N3CCOCC3)cc21 (configuration not stated) | -1%
Cc1ccc(CCNC(=O)c2cn(C)c3ccc(S(=O)(=O)N4CCCCC4)cc3c2=O)cc1 | 2%
CCOC(=O)c1[nH]c2c(c1Cc1ccccc1)C(=O)CC(c1ccc(OC)cc1)C2 (configuration not stated) | 1%
COc1ccc(-c2nc(S(=O)(=O)c3ccc(C)cc3)c(N3CCCCC3)o2)cc1 | -2%
CCC(=O)Nc1ccccc1-c1nc2ccccc2n(C(C)C(=O)Nc2ccc(OC)cc2)c1=O (configuration not stated) | -13%
CC(C)c1ccccc1NC(=O)Cn1cnc2c1c(=O)n(C)c(=O)n2C | 0%

# Source: PubChem BioAssay (National Center for Advancing Translational Sciences (NCATS))
